High-throughput results (PubChem BioAssay)
Growth percent in the NCI-60 one-dose screen (48 h, 10 µM unless noted): 100 = growth as untreated, 0 = no growth, -100 = all killed.
SNB-75: SNB-75 CNS cancer; 5% of 79,000 active; AID 1794750
SW-620: SW-620 colon cancer | 5.2% of 82,000 active | AID 1794795
HCC-2998: HCC-2998 colon cancer; 4.7% of 79,000 active
SF-268: SF-268 CNS cancer cells; 3.1% of 82,000 active; AID 1794759
SF-295: SF-295 CNS cancer cells | AID 1794758 | 5.6% of 79,000 active
SNB-19: SNB-19 CNS cancer cells | 2.5% of 81,000 active | AID 1794751
HT29: HT29 colon cancer; 7.4% of 81,000 active
SF-539: SF-539 CNS cancer. 6.8% of 81,000 active
KM12: KM12 colon cancer cells; 5% of 82,000 active; AID 1794800
* marks the source's active call; other numbers are inactive results; nt = no result given. Rule for the calls: active = growth percent below 10; inactive = the rest.

The opening four records, to show the layout:
SMILES	SNB-75	SW-620	HCC-2998	SF-268	SF-295	SNB-19	HT29	SF-539	KM12
C/C(=N/Nc1ccc([N+](=O)[O-])cc1[N+](=O)[O-])c1ccccc1	98	96	115	102	113	106	132	110	103
O=C1CC(c2ccc3c(c2)OCO3)c2c(ncn2-c2ccc(F)cc2)N1 (configuration not stated)	78	109	111	111	103	106	105	101	104
CCCCCCCCCCCCNC(=O)C(C)O (configuration not stated)	91	91	100	98	nt	103	100	102	100
COC(=O)c1ccc(Nc2cc(C(C)(C)C)[nH]n2)c(N)c1	108	97	101	108	110	110	nt	96	106

All compounds of this part, previewed entries included:
SMILES	SNB-75	SW-620	HCC-2998	SF-268	SF-295	SNB-19	HT29	SF-539	KM12
C/C(=N/Nc1ccc([N+](=O)[O-])cc1[N+](=O)[O-])c1ccccc1	98	96	115	102	113	106	132	110	103
O=C1CC(c2ccc3c(c2)OCO3)c2c(ncn2-c2ccc(F)cc2)N1 (configuration not stated)	78	109	111	111	103	106	105	101	104
CCCCCCCCCCCCNC(=O)C(C)O (configuration not stated)	91	91	100	98	nt	103	100	102	100
COC(=O)c1ccc(Nc2cc(C(C)(C)C)[nH]n2)c(N)c1	108	97	101	108	110	110	nt	96	106
CC(=O)Oc1cc(CN(Cc2ccccc2)C(C)=O)c(OC(C)=O)cc1CN(Cc1ccccc1)C(C)=O	87	105	98	96	98	104	100	102	105
CCOC(=O)CC(C(C)=O)C(=O)OCC (configuration not stated)	89	106	nt	99	100	110	110	nt	108
N#Cc1c(-c2ccc(Cl)cc2)cc(-c2ccccc2)[nH]c1=O	89	96	103	96	76	86	120	94	82
CCCCNC(=O)N1C(=O)CCN1C	98	101	111	105	102	103	91	110	111
CC1CC(C)CN(C(=O)c2ccc(Cl)cc2Cl)C1 (configuration not stated)	81	63	108	47	110	95	79	80	103
Oc1ccccc1-c1nc2ccccn2c1NCCN1CCOCC1	80	95	101	96	98	100	94	97	91
CCCCCCCCCC(=O)Oc1ccc(/C(=C(/C)Cc2cccc(OC)c2)c2ccc(OCCN3CCOCC3)cc2)cc1	90	101	111	98	98	96	104	111	114
OCC1C(O)CON(c2ccccc2)C1c1ccccc1 (configuration not stated)	92	106	108	94	107	99	101	98	101
CC1(C)CC(=O)c2c(nn(-c3ccccc3)c2-c2cn(-c3ccccc3)nc2-c2ccc(N)cc2)C1	87	87	99	91	97	90	93	93	83
CSCCN1C(=O)C(=O)c2cc(F)ccc21	93	97	108	99	119	94	110	99	104
CCCN1CC(c2ccc(OC)c(OC)c2)=C(c2cn(C(=O)OCC)c3ccccc23)C1=O	-14*	31	78	58	32	50	14	28	32
COc1ccc2[nH]c(O)c(N=Nc3nnc4n3N=C(c3ccccc3)CS4)c2c1	84	80	89	88	89	64	44	85	60
CN1Cc2c(c3ccccc3[nH]c2=O)C1=O	88	110	111	103	102	100	105	101	101
Cc1ccc(Nc2nc3c(s2)C2=CC[C@H]4[C@@H]5CC[C@H]([C@H](C)CCCC(C)C)[C@@]5(C)CC[C@@H]4[C@@]2(C)CC3)cc1	102	106	107	104	104	107	118	103	104
COc1ccc(CCNc2ncnc3c2ncn3[C@H]2CC3C(CO)C2C[C@@H]3Cl)cc1 (some centres not stated)	93	108	97	98	104	107	88	95	97
O=C1[C@H]2Cc3c([nH]c4ccccc34)[C@H](c3ccc(Br)cc3)N2C(=O)CN1C1CCN(Cc2c(Cl)cccc2Cl)CC1	72	95	nt	93	87	91	93	94	86
CCn1c(=O)c2ncnnc2n(CC)c1=O	78	107	106	105	138	111	111	101	105
O=c1[nH][nH]c(Nc2ccccc2)c1N=Nc1ccc(O)cc1	49	84	92	64	96	85	112	58	44
O=C1Nc2ccccc2/C1=C/c1ccc(CO)n1-c1ccc(O)cc1	91	97	107	89	99	87	104	88	17
COc1cc(C2C(C#N)=C(N)Oc3cc(N)ccc32)cc(Br)c1OC (configuration not stated)	80	105	104	93	101	102	100	97	86
CC(=O)Nc1nc(C)c(CCC2OCCO2)c(=O)[nH]1	90	99	100	98	97	97	100	107	100
O=C1Nc2ccc(I)cc2C1=O	80	65	63	110	99	98	94	100	83
COc1ccc2c(c1OC)C(=O)OC2	73	105	104	99	97	111	84	95	96
CCN1C(=O)N(CC)C2C1NC(=S)N2/N=C/C=C/c1cccs1 (configuration not stated)	1.9*	25	16	66	16	27	5.6*	-16*	19
O=C(O)CCCn1c(SCc2c(Cl)cccc2Cl)nc2ccsc2c1=O	-14*	15	30	40	15	31	4.2*	-20*	18
c1ccc2c(-c3nc(N4CCOCC4)c4c5c(sc4n3)CCCCCC5)cccc2c1	85	108	106	102	98	104	101	99	109
Cc1ccc2c(c1)c(Sc1ccc(C(=O)NO)cc1)c1n2CN(C)CC1	18	7.7*	15	1.7*	12	31	26	-35*	28
C=C1SC(=Nc2c(C)cc(C)cc2C)N(C(=O)c2sc3ccccc3c2Cl)C12CCCCC2	105	91	106	86	101	102	85	109	105
CS(=O)(=O)c1nccc(-c2c(-c3cccc(OCc4ccc(Cl)c(C(F)(F)F)c4)c3)nc3sccn23)n1	108	61	-50*	104	95	59	96	93	37
COc1ccc2c(c1)c(-c1nc(-c3c[nH]c4ncccc34)cs1)cn2CCCN1CCCCC1	47	-43*	89	53	68	44	-52*	-64*	47
C=CCC(=O)N[C@@H](CO)Cc1ccc(-c2cc(Cl)cc(Cl)c2)cc1	74	95	102	98	94	102	93	89	97
Cc1cc(N)c(NCC(O)C(O)C(O)CO)cc1C (configuration not stated)	98	110	131	113	101	100	109	104	nt
CC(O)C(=O)NCCc1ccccc1 (configuration not stated)	113	103	109	99	105	99	111	105	105
CCc1cnc(=S)n(-c2ccccc2)c1	117	104	87	100	nt	107	nt	101	109
COc1ccccc1OCC(=O)Nc1nc2ccccc2[nH]1	82	97	105	104	93	95	75	96	107
O=C(NCc1ccc(Cl)cc1Cl)Nc1cccs1	101	104	101	103	91	100	110	103	98

Record cards, from the list above. Values in the order: SNB-75 | SW-620 | HCC-2998 | SF-268 | SF-295 | SNB-19 | HT29 | SF-539 | KM12
Shown for `O=c1[nH][nH]c(Nc2ccccc2)c1N=Nc1ccc(O)cc1` → 49 | 84 | 92 | 64 | 96 | 85 | 112 | 58 | 44
Shown for `CC(O)C(=O)NCCc1ccccc1` (configuration not stated) → 113 | 103 | 109 | 99 | 105 | 99 | 111 | 105 | 105
Shown for `O=C(O)CCCn1c(SCc2c(Cl)cccc2Cl)nc2ccsc2c1=O` → -14* | 15 | 30 | 40 | 15 | 31 | 4.2* | -20* | 18
Shown for `O=C1Nc2ccc(I)cc2C1=O` → 80 | 65 | 63 | 110 | 99 | 98 | 94 | 100 | 83
Shown for `Cc1ccc2c(c1)c(Sc1ccc(C(=O)NO)cc1)c1n2CN(C)CC1` → 18 | 7.7* | 15 | 1.7* | 12 | 31 | 26 | -35* | 28

Next records.
SMILES	SNB-75	SW-620	HCC-2998	SF-268	SF-295	SNB-19	HT29	SF-539	KM12
O=C(O)c1ccc(Nc2ncnc3c2cnn3-c2cccc(F)c2)cc1	93	99	109	96	105	94	106	97	99
NCc1c(Cl)c(Cl)c(CN)c(Cl)c1Cl	111	96	102	100	97	99	107	100	104
CC(C)(C)NC(=O)Nc1nccnc1OCc1ccc(Cl)cc1	106	91	105	104	109	96	88	110	99
CCOC(=O)/C=C(\CC(=O)OCC)n1c(=O)c2sc3ncccc3c2n2nnc(-c3ccccc3)c12	65	107	104	109	112	97	107	111	113
O=C1Nc2cc(Cl)ccc2/C1=C\c1ccc(OCC(=O)c2ccc(Br)cc2)cc1	69	86	82	78	55	81	84	69	71
Nc1nc(Nc2ccccc2)c2ncn(Cc3ccc4c(c3)OCO4)c2n1	29	23	71	63	44	54	21	46	26
COc1cc2ccc1NC(=O)N1CCN(CC1)C(=O)Nc1ccc(cc1OC)-c1ccc(c(OC)c1)NC(=O)N1CCN(CC1)C(=O)Nc1ccc-2cc1OC	107	106	103	99	105	99	96	101	101
COC(=O)C(CC(Nc1ccccc1)c1ccc2ccccc2c1)[N+](=O)[O-] (configuration not stated)	88	97	88	101	99	99	103	nt	90
Cc1[nH]c2ccccc2c1C(C[N+](=O)[O-])c1ccccc1Cl (configuration not stated)	nt	99	111	92	87	93	93	98	94
COc1ccc(Nc2nc(SC)nc(-c3cccc([N+](=O)[O-])c3)c2C#N)cc1	10	58	94	72	69	79	70	69	98
CCC(C)NCc1ccccc1 (configuration not stated)	96	101	102	99	99	102	85	102	100
COc1ccc(-c2c(C#N)cnc(C)c2C)c(O)c1OC	109	108	105	100	100	104	103	98	106
COc1cccc(/C=N/N(C)c2c([N+](=O)[O-])cc(C(F)(F)F)cc2[N+](=O)[O-])c1O	107	106	105	112	88	99	108	126	96
Clc1ccc(-c2csc(=Nc3ccccc3)n2-c2cccc(-n3c(-c4ccc(Cl)cc4)csc3=Nc3ccccc3)c2)cc1	85	63	102	88	118	96	88	103	91
Cc1cccc(C)c1N=C(Cc1nc2c(=O)[nH]c(=O)n(C)c2[nH]c1=O)c1ccccc1	80	96	102	96	98	96	104	93	101
Nc1nccc(NCCSCc2ccccc2)n1	88	97	107	93	94	103	97	93	91
N#Cc1c(NC(=O)NCc2ccccc2)sc2c1CCCCC2	23	21	24	41	20	28	9.7*	-5.3*	13
S=c1ncc2[nH]c(=S)[nH]c2[nH]1	91	109	108	106	111	103	113	110	111
Cc1ccc(/C=C/[C@@H]2C[C@@H]2CCO)cc1	77	105	104	106	98	95	96	105	103
COc1ccc2c(c1)C(=O)C1(CC2)OC1c1cccnc1 (configuration not stated)	97	98	115	98	102	110	113	104	106

3 entries from above, in markdown:
| compound | SNB-75 | SW-620 | HCC-2998 | SF-268 | SF-295 | SNB-19 | HT29 | SF-539 | KM12 |
| --- | --- | --- | --- | --- | --- | --- | --- | --- | --- |
| CCC(C)NCc1ccccc1 (configuration not stated) | 96 | 101 | 102 | 99 | 99 | 102 | 85 | 102 | 100 |
| COc1ccc(-c2c(C#N)cnc(C)c2C)c(O)c1OC | 109 | 108 | 105 | 100 | 100 | 104 | 103 | 98 | 106 |
| COc1cccc(/C=N/N(C)c2c([N+](=O)[O-])cc(C(F)(F)F)cc2[N+](=O)[O-])c1O | 107 | 106 | 105 | 112 | 88 | 99 | 108 | 126 | 96 |

Later entries
SMILES	SNB-75	SW-620	HCC-2998	SF-268	SF-295	SNB-19	HT29	SF-539	KM12
Cc1ccc(N=Nc2c(N)n[nH]c2N)cc1	97	104	110	103	94	106	104	92	102
COc1cc(-c2nc3ccc(F)cc3s2)ccc1NC(=O)/C=C/c1cc(OC)c(OC)c(OC)c1	62	99	90	94	104	97	95	87	96
O=S(=O)(c1ccc(NC(=S)NCc2ccncc2)cc1)N1CCCCC1	64	98	103	97	nt	93	96	97	98
O=C(/C=C/c1cc2ccccc2[nH]c1=O)/C=C/c1cc2ccccc2[nH]c1=O	20	-40*	-89*	-36*	4.0*	44	-39*	nt	-84*
OC(c1ccccc1)C(Nc1ccccn1)c1ccccc1 (configuration not stated)	91	101	107	105	100	102	106	104	106
Cc1ccccc1C1OC2=C(Nc3ccccc3N2)C1=O (configuration not stated)	84	110	103	103	102	92	110	97	103
CCOC(=O)NNC(=S)Nc1sc2c(c1C(=O)OCC)CCN(C(=O)OCC)C2	81	97	101	96	104	106	100	98	100
CC(=O)N1N=C(c2ccccc2)CC1c1[nH]c(C)c(C(=O)NCC(F)(F)F)c1C (configuration not stated)	99	105	111	102	102	99	109	101	105
CCc1ccc(SC2c3cc(OC)ccc3Oc3nc(N)c(C#N)c(N)c32)cc1 (configuration not stated)	-21*	-43*	-48*	-4.7*	-59*	0.5*	-61*	-62*	-18*
CC(=O)NC(=O)C(OC(C)=O)C(OC(C)=O)C(OC(C)=O)C(OC(C)=O)C(OC(C)=O)C(COC(C)=O)OC(C)=O (configuration not stated)	86	97	117	104	94	98	102	94	101
CCOC(=O)C1=C(C)n2nc3n(-c4ccccc4)c(=O)/c(=C\c4ccc(OC)cc4)n3c2=NN1	100	105	101	100	nt	103	110	96	103
CN(C)c1nc(NCCNS(=O)(=O)c2ccc(C(=O)/C=C/c3ccccc3)cc2)nc(N2CCOCC2)n1	73	-11*	89	75	76	77	3.7*	77	-11*
CC(=S)NC(=O)C(=O)/C=C1/NC(=O)C(=O)S1	95	106	108	100	101	106	110	102	107
CC1=NN(c2ccc(S(=O)(=O)O)cc2)/C(=N/NC(N)=S)C1	102	93	93	102	101	103	96	95	96
O=C1C(c2c[nH]c3ccccc23)=C(c2coc3ccc(F)cc23)C(=O)N1O	52	97	108	79	88	95	95	100	95
COc1ccc(C2=NN3C(C2)c2ccccc2OC32CCN(C)CC2)cc1 (configuration not stated)	87	104	101	88	99	99	108	95	98
COc1ccc(-c2nc(SCC(C)C)[nH]c(=O)c2C#N)cc1	96	97	110	99	100	91	123	99	98
COC(=O)CC1=CCC(n2cc(F)c(-n3cncn3)nc2=O)O1 (configuration not stated)	94	101	113	103	93	93	111	102	109
O=C(c1ccc2nc(NS(=O)(=O)c3ccc4ccccc4c3)sc2c1)N1CCN(c2ccco2)CC1	87	105	106	94	96	92	96	106	100
COc1cccc(-n2cc(C#N)c(N)c2C(=O)c2ccc(C#N)cc2)c1	103	111	106	114	92	105	100	96	106
CNC(=O)c1c(NC(=O)c2ccc(C(C)(C)C)cc2)sc2cc(O)ccc12	89	67	75	59	60	82	56	55	41
CCc1c(C(=O)N[C@@H](CO)Cc2ccc(Cl)cc2)[nH]c2ccc(Cl)cc12	91	85	101	76	53	84	73	82	66
COc1ccc(C2Nc3nc(SC)[nH]c(=O)c3N=C3c4ccccc4C(=O)C32)cc1 (configuration not stated)	109	89	88	88	51	82	107	90	79
O=[N+]([O-])c1ccc2[nH]c(=S)n(/C=C(/c3ccc(Cl)cc3Cl)S(=O)(=O)Cc3ccc(Cl)cc3Cl)c2c1	108	114	105	97	97	102	99	100	108
Cc1ccc(S(=O)(=O)N(CCC(=O)O)c2ccccc2)cc1	118	104	112	102	111	109	110	99	99
CCCn1c(O)c(N=Nc2nc(-c3cc4ccccc4oc3=O)cs2)c2ccccc21	20	105	82	67	95	78	36	91	82
CC(C)C(C(=O)O)N1C(=O)/C(=C/c2ccc3c(c2)CCCN3C)SC1=S (configuration not stated)	82	97	109	98	95	96	110	97	114
